FID counter = fluorescent intercalator displacement, NS3 helicase counter-screen; DNA fluorescent intercalator displacement, fluorescence; inhibition, % at 7.9 µM; 290,000 tested, 0.17% active; AID 1845; in the data active means inhibition above about 37%;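 further: 0% = vehicle and 100% = reference compound; higher means more ethidium bromide displaced from hairpin DNA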
IDE act = IDE (human) activation, cell-based; activation, % at 5.96 µM; HEK cells, FAbeta-B cleavage, fluorescence polarization; 0% vehicle, 100% cell-free pure enzyme wells; 340,000 tested, 0.073% active; P14735;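 active means activation above the mean of all tested compounds plus 3 SD, set per screening campaign, cut at about 17% in these data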
IMP-1 inh = inhibitors of Pseudomonas aeruginosa IMP-1 metallo-beta-lactamase | purified IMP-1, nitrocefin hydrolysis, epi-absorbance fluorescence | inhibition, % at 5.6 µM | 290,000 tested, 0.45% active;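 active means inhibition above the mean plus 3 SD of all compounds in the same screening run, cut at about 4.5% in these data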;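 further: 0% = IMP-1 with DMSO and 100% = DMSO wells lacking enzyme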
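Assay system: purified IMP-1; Quantity: IMP-1 0.2 nM before substrate addition; Medium: HEPES buffer pH 7.1 with ZnSO4 and Brij 35; Incubation: 15 min enzyme–compound preincubation, then 25 min nitrocefin reaction, 25 °C; Signal: fluorescence quenching readout, ex 480/em 530 nm; Controls: DMSO with and without IMP-1; Repeats: singlicate testing.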
VIM-2 inh = inhibitors of Pseudomonas aeruginosa VIM-2 metallo-beta-lactamase; inhibition, % at 5.6 µM; 290,000 tested, 0.89% active; purified VIM-2, nitrocefin hydrolysis, epi-absorbance fluorescence;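 active means inhibition above the mean of all tested compounds plus 3 SD, cutoff set per screening run, cut at about 7.5% in these data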;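 further: red hydrolysis product quenches plate fluorescence so inhibitors raise well fluorescence; 0% = enzyme with DMSO and 100% = DMSO without enzyme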
NS3 helicase inh = HCV NS3 helicase inhibition; NS3 helicase DNA unwinding, Cy5 molecular beacon fluorescence; inhibition, % at 10.9 µM; 290,000 tested, 0.56% active; AID 1800;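 active means inhibition above the mean of all tested compounds plus 3 SD, set per campaign, cut at about 35% in these data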;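 further: 0% = DMSO wells and 100% = thioflavine S control wells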
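Compound dosing – single dose, 10.9 µM nominal final, DMSO 0.8% final · System – NS3 helicase fragment of HCV · Buffer or medium – MOPS pH 6.5, MgCl2, DTT, Tween20, BSA · Signal – Cy5 beacon fluorescence read at start and 1 h · Also added – annealed dual-labelled DNA beacon duplex, ATP-started · Schedule – 1 h at 25 °C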
p-CIP stab down = p/CIP protein destabilization; 290,000 tested, 0.01% active; Q05BA5; AID 1984; decrease of EGFP signal, % at 10 µM; F442A p/CIP-EGFP cells, EGFP fluorescence, 16 h;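 active means EGFP signal decrease of at least 30% at 10 µM or well 3 SD below plate mean, unless failing retest; inactive means the rest, including hits failing retest or dose response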; further: some compounds called inactive have numbers as strong as hits; many of its hits are not listed in these tables
PHOSPHO1 block = blocks human PHOSPHO1 phosphatase activity | recombinant PHOSPHO1, absorbance phosphatase assay | Q8TCT1 | 290,000 tested, 1.1% active | inhibition, % at 13.3 µM; in the data active means inhibition above about 60%
Target sequence (Q8TCT1 whole entry, looked up): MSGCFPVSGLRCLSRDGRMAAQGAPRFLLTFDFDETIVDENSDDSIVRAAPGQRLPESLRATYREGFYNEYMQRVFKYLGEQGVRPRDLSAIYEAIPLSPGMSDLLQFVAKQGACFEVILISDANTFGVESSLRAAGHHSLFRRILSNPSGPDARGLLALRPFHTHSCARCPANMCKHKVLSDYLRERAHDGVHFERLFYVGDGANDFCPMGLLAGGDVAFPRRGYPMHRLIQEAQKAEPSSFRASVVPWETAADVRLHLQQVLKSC
SUMO HTRF inh = SUMOylation inhibition; HTRF SUMOylation assay, SAE1/SAE2 + UBC9, in vitro; AID 2006; P63279; 290,000 tested, 0.36% active; inhibition, % at 35 µM; in the data active means inhibition above about 50%, passing the limit was not always enough; further: strong numbers were not always called active
Target sequence (P63279 whole entry, looked up): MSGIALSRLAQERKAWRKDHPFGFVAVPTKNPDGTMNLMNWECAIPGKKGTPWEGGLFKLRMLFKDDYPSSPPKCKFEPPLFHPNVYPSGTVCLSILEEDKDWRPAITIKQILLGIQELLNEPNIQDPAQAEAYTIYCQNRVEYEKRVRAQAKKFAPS
MEKK3 PB1 HTS = MEKK3-MEK5 PB1 interaction, increase or decrease | Q99759 | binding response (% of control), % at 10 µM | bead-based flow cytometry, Alexa488-MEK5 binding to MEKK3; actives lie on both sides; 0 = blocked by unlabeled MEK5, 100 = vehicle | 290,000 tested, 1.4% active;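 active means binding response more than 3 SD above or below the average of its plate-row segment, actives on both sides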;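 further: Alexa488 bead fluorescence after subtracting the streptavidin-only scavenger bead signal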
Target sequence (Q99759 whole entry, looked up): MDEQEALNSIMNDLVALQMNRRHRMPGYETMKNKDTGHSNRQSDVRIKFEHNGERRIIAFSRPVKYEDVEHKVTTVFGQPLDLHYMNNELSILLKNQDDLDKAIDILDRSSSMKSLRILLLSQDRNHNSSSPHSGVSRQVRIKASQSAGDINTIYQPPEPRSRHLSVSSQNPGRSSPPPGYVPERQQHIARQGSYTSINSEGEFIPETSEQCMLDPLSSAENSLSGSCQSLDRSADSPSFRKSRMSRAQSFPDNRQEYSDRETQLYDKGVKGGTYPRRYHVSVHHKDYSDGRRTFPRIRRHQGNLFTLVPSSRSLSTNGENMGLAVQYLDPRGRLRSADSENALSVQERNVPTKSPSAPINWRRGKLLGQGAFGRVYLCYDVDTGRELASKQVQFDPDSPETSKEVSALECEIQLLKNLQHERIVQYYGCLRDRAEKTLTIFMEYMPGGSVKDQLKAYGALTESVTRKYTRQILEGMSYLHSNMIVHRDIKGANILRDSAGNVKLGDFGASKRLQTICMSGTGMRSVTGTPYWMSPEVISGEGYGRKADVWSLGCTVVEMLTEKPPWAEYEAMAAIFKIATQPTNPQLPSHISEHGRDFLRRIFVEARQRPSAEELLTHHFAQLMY
* hit, by the source's call; x = no result given. The list is partial (hit frequency here may not be typical).

structure,FID counter,IDE act,IMP-1 inh,VIM-2 inh,NS3 helicase inh,p-CIP stab down,PHOSPHO1 block,SUMO HTRF inh,MEKK3 PB1 HTS
CCn1cc(C(=O)N2CCc3ccccc32)c(=O)c2cc(S(=O)(=O)N3CC(C)CC(C)C3)ccc21 (configuration not stated),-10,-4,-1.7,-3.5,0,9,2,9,101
O=C(CCCNC(=O)c1ccc(Cl)cc1)Nc1cccc(F)c1,-10,2,-1.0,-2.3,-6,-8,35,10,101
O=C(CN1CCN(S(=O)(=O)c2ccc3ccccc3c2)CC1)Nc1ccc(N2CCOCC2)cc1,-40,1,1.2,-1.8,8,-11,-18,-2,90
CCOc1ccc(NC(=O)CN2CCN(C(=O)C3CCCO3)CC2)cc1 (configuration not stated),-7,5,-3.0,-1.9,-2,-4,32,0,101
COc1ccc(N2CCN(S(=O)(=O)c3cc(Br)cnc3N)CC2)cc1,-3,8,-2.2,1.1,-1,-12,41,x,103
O=C(COc1ccccc1)NNc1nc2ccccc2s1,-9,7,-2.0,-2.4,-5,16,37,16,101
S=C(NCc1cccnc1)NCc1cccnc1,7,2,-1.2,0.9,-2,1,-15,3,86
O=C(COC(=O)CCCc1nc2ccccc2s1)Nc1ncc(Cl)cc1Cl,-21,3,-3.5,-3.1,2,-18,1,8,101
COc1cc2c(cc1OC)/C(=C/c1ccc(Br)cc1)C(=O)OC2,-16,0,-1.5,-2.9,7,5,-2,-10,104
COC(=O)c1ccc2c(c1)N(Cc1nc(-c3cccc(C)c3)oc1C)C(=O)C1CCCN21 (configuration not stated),-37,x,-4.9,-0.4,3,-5,26,16,102
Cc1csc(C)[n+]1CC(=O)c1ccccc1,0,-3,-0.2,3.2,7,-3,24,10,102
O=C(NCC(=O)N(c1ccc(F)cc1)C(C(=O)NC1CCCC1)c1cccnc1)c1ccco1 (configuration not stated),-36,-3,0.1,-1.5,18,-18,35,16,99
COc1cc(/C=C/C(=O)OCC(=O)Nc2c(C)n(C)n(-c3ccccc3)c2=O)ccc1OCC#N,-19,2,-1.2,-0.4,13,-7,32,15,103
O=C(O)CN1C(=O)C2C3CC(C2C1=O)C1C(c2ccc(F)cc2)c2sc(=O)[nH]c2SC31 (configuration not stated),-17,-1,-0.8,-2.0,0,2,16,7,98
COc1ccccc1CC(=O)NNS(=O)(=O)c1cccc([N+](=O)[O-])c1,2,4,0.4,0.3,-4,-10,28,14,98
COc1ccc(N/C=C(\C#N)S(=O)(=O)c2ccc(OC)cc2)cc1,-18,-3,-1.4,0.7,0,10,-20,-6,102
O=c1c(-c2ccc(Cl)cc2)coc2c(CN3CCCCC3)c(O)ccc12,1,2,1.1,-0.1,-9,4,14,26,104
O=C(N/N=C\c1cccc(Cl)c1)c1ccc(Cn2cc(Br)c([N+](=O)[O-])n2)o1,0,4,-1.1,-0.2,-8,-38,22,-24,99
C=CCn1c(=O)c2c(nc(-n3nc(C)cc3C)n2C)n(C)c1=O,-10,1,1.1,0.0,6,12,-41,1,101
Cc1nc2ccccc2n1CCOc1ccc(F)cc1,-3,-1,-2.8,-2.3,-4,-11,34,-1,105
COc1ccc(CCNC(=O)COc2ccc(S(=O)(=O)N3CCOCC3)cc2)cc1,-3,9,-3.2,-1.8,1,-11,6,3,95
CCCc1cc(=O)oc2cc(Oc3ncccn3)ccc12,-4,3,-0.1,-1.2,-9,1,43,5,91
CC(/C=N/NC(=O)c1cc(-c2ccncc2)nc2ccccc12)=C\c1ccco1,-9,-1,-1.4,-4.6,2,-7,-13,-10,x
O=C(N/N=C/C=C\c1ccccc1[N+](=O)[O-])c1cc(-c2ccc3ccccc3c2)n[nH]1,-3,-2,-7.7,-4.2,1,-4,-31,15,112
COC(=O)c1ccc(N2CCN(c3ccccc3)CC2)c(N)c1,-26,0,-4.0,-2.6,5,0,2,16,99

Among those listed so far, 3 have a furan ring, fused or not.
structure,FID counter,IDE act,IMP-1 inh,VIM-2 inh,NS3 helicase inh,p-CIP stab down,PHOSPHO1 block,SUMO HTRF inh,MEKK3 PB1 HTS
O=C(NCC(=O)N(c1ccc(F)cc1)C(C(=O)NC1CCCC1)c1cccnc1)c1ccco1 (configuration not stated),-36,-3,0.1,-1.5,18,-18,35,16,99
O=C(N/N=C\c1cccc(Cl)c1)c1ccc(Cn2cc(Br)c([N+](=O)[O-])n2)o1,0,4,-1.1,-0.2,-8,-38,22,-24,99
CC(/C=N/NC(=O)c1cc(-c2ccncc2)nc2ccccc12)=C\c1ccco1,-9,-1,-1.4,-4.6,2,-7,-13,-10,x

(more compounds)
structure,FID counter,IDE act,IMP-1 inh,VIM-2 inh,NS3 helicase inh,p-CIP stab down,PHOSPHO1 block,SUMO HTRF inh,MEKK3 PB1 HTS
COc1ccc2occ(C(=O)c3coc4ccc(O)c(CN(C)C)c34)c2c1,10,4,1.8,0.3,-51,-1,7,22,99
Cc1ccccc1CSc1nsc(N)n1,-1,3,-1.1,-3.6,0,7,9,10,101
CC1(C)NC(=O)N(CC(O)COc2ccc(-c3ccccc3)cc2)C1=O (configuration not stated),-11,4,0.2,-5.0,-9,3,14,-1,x
CC(C)n1cnc2c(oc3ccccc32)c1=O,-7,4,-3.4,-1.1,0,-6,35,-4,100
CCOC(=O)N1CCN(c2cc(N(C)CCO)c([N+](=O)[O-])c3nonc23)CC1,9,-2,-3.3,-1.0,-3,1,-8,8,102
CCOC(=O)c1cnc(-n2nc(C)cc2C)nc1N1CCOCC1,-13,4,-4.8,1.8,3,13,-4,-8,102
Cc1cccc2sc(NC(=O)CCn3cccc3)nc12,0,2,-1.7,-0.4,-3,-6,-20,1,101
CCOc1ccc(NC(=O)NCCCSC2CCCCC2)cc1,-13,-2,-1.8,-2.4,2,-2,2,7,103
COc1ccc(-c2[nH]ncc2CN2CCN(c3ccccn3)CC2)c(OC)c1,-4,-2,-0.6,-2.0,-11,-2,60*,9,97
S=c1nc(-c2ccccc2)c(-c2ccccc2)n[nH]1,-6,-2,-1.4,-3.4,-2,1,-87,12,108
O=C(NC(=S)N1CCCc2ccccc21)c1ccc(Br)cc1,0,-1,0.0,-3.0,-2,-21,-67,21,101
COc1cccc(NC(=O)C(=O)NCCc2ccc(F)cc2)c1,2,-6,-4.4,-3.7,6,-3,16,10,101
COc1ccc(C(=O)N2CCN(c3ccc(NC(=O)c4cccnc4)cc3)CC2)cc1,-38,-4,0.6,1.5,-3,-4,36,-4,98
O=C(NCCc1ccccc1)c1ccc2nc3cc(Cl)ccc3c(=O)n2c1,-5,5,-2.3,-2.3,10,-3,50,3,107
N#Cc1ccccc1Sc1ccccc1C(=O)OCc1nnc(-c2ccccc2)o1,-9,-5,-2.5,-1.3,-2,4,-27,-9,105
CCn1c(SCc2ccc(Cl)c(Cl)c2)nnc1C(C)NC(=O)c1ccc(OC)cc1 (configuration not stated),-3,-2,-2.2,-2.9,-8,6,-17,-8,98
CC(=O)c1ccc(NC(=O)Nc2ccc(Br)cc2C)cc1,1,2,-1.1,-3.5,-4,-5,45,6,105
Cc1c(C)c2ccc(OCC(=O)N3CCN(c4ccccc4)CC3)cc2oc1=O,-42,-4,-1.6,3.2,5,-3,12,22,104
CCOC(=O)c1[nH]c2ccc(OC)cc2c1NC(=S)N1CCN(c2cccc(Cl)c2)CC1,-5,-15,-2.7,-1.3,-16,-16,-14,-15,92
O=C(CNS(=O)(=O)c1cccc(C(F)(F)F)c1)Nc1ccccc1F,-3,2,-1.7,-0.6,11,-9,-10,18,101
O=C(NCCCn1ccnc1)C(=O)NCc1ccc(Cl)cc1,2,8,-4.3,-4.4,4,5,2,18,117
CCOC(=O)N1CCN(C(=O)C(CC(C)C)NS(=O)(=O)c2ccc3c(c2)oc(=O)n3C)CC1 (configuration not stated),-13,2,-4.4,-2.2,-16,-1,15,3,85
CCC(C)c1ccc(C(C)NC(=S)NCc2ccc(F)cc2)cc1 (configuration not stated),-21,6,-2.5,-4.8,-7,-2,16,-12,111
CCC(CC)NC(=O)c1ccc2c(c1)OCCO2,1,0,-1.3,-4.2,14,10,1,-2,99
O=C(Nc1ccc(Br)cc1F)c1ccc2c(c1)N(Cc1ccccc1)C(=O)CS2=O (configuration not stated),-9,-6,3.3,-0.9,-1,0,18,-5,104
O=C(Nc1ccc(Br)cc1)c1cccc(N2C(=O)C3C4CCC(C4)C3C2=O)c1 (configuration not stated),-6,0,-3.6,-4.5,-7,-6,4,-4,107
Cn1c(N2C(=O)CC(Cc3ccccc3)C2=O)nc2ccccc21 (configuration not stated),-3,1,1.3,-2.6,-1,-8,-11,7,88
O=C(CN1C(=O)c2cccc3cccc1c23)NCc1cccnc1,0,-4,-7.2,-2.2,1,3,5,21,103
CN1CCN(S(=O)(=O)c2cccc(C(=O)N(Cc3ccccc3)c3ccccc3)c2)CC1,19,6,1.5,2.6,-16,-5,25,-16,95
CCNC(=O)C1CC(=O)OC12CCCCC2 (configuration not stated),0,5,-2.1,-2.7,8,-10,-10,21,109
COc1ccccc1NC(=O)C1=C(C)Nc2nc(-c3cccs3)nn2C1c1cccc(O)c1 (configuration not stated),-16,-1,-5.7,-2.3,-14,-4,-4,7,x
Cc1nc2ccccc2c(=O)n1/N=C/c1ccccc1OC(F)F,-14,0,-2.9,-1.8,4,-6,37,1,100
C=C(C)C(=O)N1CC2(CC(c3cccc(NC(=O)CC(c4ccccc4)c4ccccc4)c3)=NO2)C[C@H]1C(N)=O (some centres not stated),x,5,x,x,x,-2,13,-20,109
CCOc1ccc(C2C=C(c3ccc(C)cc3)Nc3ncnn32)cc1 (configuration not stated),-6,x,-5.5,-4.9,11,1,12,41,101
O=C(CSc1n[nH]c(=O)n1Cc1ccco1)Nc1ccccc1,-4,x,-2.3,-2.7,3,-13,20,21,128*
Cc1cccc(NC(=O)c2cc(Cl)nc3ccccc23)c1,-2,-2,-1.1,-4.5,-3,-5,34,-3,x
O=C(CSc1nnc(-c2cccnc2)s1)Nc1cccc(C(=O)O)c1,0,2,-1.7,0.6,-2,1,4,-10,158*
COc1ccc(C2(CNC(=O)C(c3ccccc3)c3ccccc3)CCOCC2)cc1OC,-36,1,-2.6,0.9,10,-14,-20,-7,98
Cc1ccccc1N1C(=O)C(Oc2ccc(Cl)cc2)C1CNC(C)(C)C (configuration not stated),17,0,-4.7,-4.8,-61,6,-9,-17,100
Cc1cccc(CNC(=O)CCc2nnc(C3CCCCC3)o2)c1,-24,-1,-3.2,-3.8,10,-2,48,2,105
C=CCNc1nc(NC(C)(C)CO)nc(OC)n1,-4,-1,-4.0,-2.1,-3,-12,14,6,94
CC(C)Cn1c(=O)c(C(=O)NCc2ccccn2)c(O)c2ccccc21,-4,3,-2.4,-6.7,2,-11,10,-2,88
Cc1cc(Cl)ccc1Oc1ncnc2onc(C)c12,-2,4,-1.3,-2.3,16,-14,25,10,102

Screens as filed in PubChem.
